Compound activity as filed in PubChem BioAssay.
PV pol inh: inhibitors of poliovirus RNA polymerase binding and polymerization; % elongation, % (compound at 16.7 µg/mL); AID 588519; poliovirus polymerase elongation, fluorescence polarization; active compounds read low; 150,000 compounds, 0.66% hits; in the data active means % elongation below about 90%; further: some results filed as inactive read as strong as hits
Target sequence (P03300 1749-2209 limits assumed): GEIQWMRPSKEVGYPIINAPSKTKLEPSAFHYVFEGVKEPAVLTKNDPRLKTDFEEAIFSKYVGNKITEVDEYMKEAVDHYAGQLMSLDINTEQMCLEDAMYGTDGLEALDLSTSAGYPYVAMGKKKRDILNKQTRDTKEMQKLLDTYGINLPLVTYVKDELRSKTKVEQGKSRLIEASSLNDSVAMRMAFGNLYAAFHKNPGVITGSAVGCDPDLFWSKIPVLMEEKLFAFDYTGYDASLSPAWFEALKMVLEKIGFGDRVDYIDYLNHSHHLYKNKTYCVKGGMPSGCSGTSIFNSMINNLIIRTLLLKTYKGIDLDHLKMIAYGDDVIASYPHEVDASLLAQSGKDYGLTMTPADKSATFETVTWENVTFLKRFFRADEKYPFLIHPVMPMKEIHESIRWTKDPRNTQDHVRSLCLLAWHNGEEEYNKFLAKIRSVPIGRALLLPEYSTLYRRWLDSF
PV pol inh FP z-score: second read-out of PV pol inh, no call of its own (marks repeat the call); z-score; measured here: FP z-score; hits read low
Numbers without * were called inactive; & = joins results of further samples. Only part of the results is shown; the hit share may differ from the screen's.

SMILES | PV pol inh | PV pol inh FP z-score
CCn1c(C)c(C(C)(C)C)s/c1=N\S(=O)(=O)c1ccc(Cl)cc1 | 100 | -0.1
Cc1cccc(NC(=O)Cn2nnc(C(=O)Nc3ccc(F)c(Cl)c3)c2N)c1 | 98 | -0.5
CCS(=O)(=O)CS(=O)(=O)CC | 102 | 0.1
Cc1nn(C)c2c1c(C(F)(F)F)cc(=O)n2CC(=O)NCCC(C)C | 109 | 0.9
O=C(c1ccc(CSc2nc3ccncc3n2Cc2ccc(F)cc2)cc1)N1CCCCCC1 | 104 | -0.4
C=CCN1C(=O)S/C(=C/c2ccc(Sc3nc4ccccc4[nH]3)o2)C1=O | 113 | 3.6
CCOCCc1nn2c(=O)cc(COC(=O)c3ccccc3NC(=O)c3ccc(C)cc3)nc2s1 | 107 | 0.3
CCc1ccc(C(=O)c2cnc3ccc(C)cc3c2S(=O)(=O)c2ccc(OC)cc2)cc1 | 104 | -0.7
CC(C(=O)N1CCc2ccccc21)N1C(=O)c2ccccc2C1=O (stereo not drawn) | 103 | 0.4
O=C1NCC(c2ccccc2)C1C(=O)N/N=C\c1cc2c(cc1Br)OCO2 (stereo not drawn) | 99 | -0.3
CCOC(=O)c1cc(OC(=O)c2ccccc2F)n(-c2ccccc2)n1 | 105 | 0.1
Cc1[nH]c(=S)c(C#N)c(C)c1CC(=O)c1ccc(Br)cc1 | 102 | 0
Cc1ccccc1C(=O)Nc1nc(-c2ccc(Br)cc2)ns1 | 109 | 0.6
O=C(Nc1ccc2oc(-c3ccncc3)nc2c1)c1ccco1 | 102 | -0.2
CC(Sc1nc(-c2cccnc2)ccc1C#N)C(=O)O (stereo not drawn) | 100 | -0.5

Profiles as entered above.
Profile of CCOC(=O)c1cc(OC(=O)c2ccccc2F)n(-c2ccccc2)n1 : PV pol inh: 105; PV pol inh FP z-score: 0.1
Profile of CCS(=O)(=O)CS(=O)(=O)CC : PV pol inh: 102; PV pol inh FP z-score: 0.1
Profile of O=C1NCC(c2ccccc2)C1C(=O)N/N=C\c1cc2c(cc1Br)OCO2 (stereo not drawn) : PV pol inh: 99; PV pol inh FP z-score: -0.3

Following part
SMILES | PV pol inh | PV pol inh FP z-score
CC1=CC(C)C2C(=O)N(c3ccccc3)NC(=O)C2C1 (stereo not drawn) | 103 | 1
CC1=C(C(=O)Nc2ccc(Cl)cc2)C(c2cccs2)n2nc(SCc3cccc(C)c3)nc2N1 (stereo not drawn) | 114 | 0.5
CCOC(=O)c1c(C)[nH]c(C)c1S(=O)(=O)N1CCC(C(=O)Nc2ccc(OC)c(OC)c2)CC1 | 104 | 0.2
O=C(Nc1nccs1)c1cc2ccccc2oc1=Nc1ccc(Cl)cc1 | 105 | 0.7
O=C(CSc1nccn1Cc1ccc(F)cc1)Nc1nc2ccccc2s1 | 106 | -0.5
Nc1nonc1NC(=O)N/N=C/c1ccc(C(F)(F)F)cc1 | 101 | 0.4
C=CCn1cc(C(=O)OC)c(=O)c2cc(S(=O)(=O)N(CC)CC)ccc21 | 103 | 0.6
CCOC(=O)C1=C(CC)NC2=C(C(=O)CCC2)C1c1ccc(Cl)cc1 (stereo not drawn) | 103 | 0.3
CCCOc1cccc(C(=O)Nc2cccc(NC(=O)c3ccc(C(C)(C)C)cc3)c2)c1 | 109 | 0.8
CC(=O)N(c1ccc2oc3c(c2c1)CCCC3)S(=O)(=O)c1ccccc1 | 101 | -0.1
CCC(Sc1nc(NC(C)=O)c(NC(=O)c2cccs2)c(=O)[nH]1)C(=O)O (stereo not drawn) | 99 | -0.8
COc1ccc(-n2nc(C(=O)N3CCN(c4ccccc4OC)CC3)c3c4ccccc4n(C)c3c2=O)cc1Cl | 109 | 0.8
CCN1C(=O)CCSc2ccccc21 | 101 | 0.5
CC(C)n1ncc2c(C(=O)OCc3ccc(C#N)cc3)cc(-c3ccccc3)nc21 | 98 | -0.5
CC(NC(=O)c1ccco1)C(=O)Nc1ccc(OCc2ccccc2)cc1 (stereo not drawn) | 100 | -0.7
N#CC1=C(N)N(c2ccccc2)c2oc(-c3ccccc3)nc2C1c1cccc(O)c1 (stereo not drawn) | 108 | 0.6
Cc1ccc(N2CC(NC(=O)CCc3ccccc3)CC2=O)cc1 (stereo not drawn) | 102 | -1.1
CCC(C)(C)NC(=O)c1ccc2ncsc2c1 | 105 | 0.3
Cc1ccc(-n2nc(CO)c(C(=O)NCc3ccccn3)n2)cc1 | 105 | -0.3
CC1CC(C)CN(S(=O)(=O)c2ccc(C(=O)Nc3nnc(C4CC4)o3)cc2)C1 (stereo not drawn) | 101 | -0.2
CCCNC(=O)C1CC(c2cnn(CC)c2C)=NO1 (stereo not drawn) | 99 | -1
COc1ccc(S(=O)(=O)N2CCC(C(=O)N3CCCC3)CC2)cc1OC | 99 | -0.6
CCc1nc2cccnc2n1-c1ccc(CC(=O)N2CCOCC2)cc1 | 101 | -0.8
COc1ccccc1-c1cc2nc(C)c(CCC(=O)O)c(C)n2n1 | 101 | -1.8
O=C(Cc1ccc(S(=O)(=O)N2CCOCC2)s1)OCc1nc2ccccc2s1 | 111 | 0.9
Cc1ccc(C(=O)NC2CC(C)(C)NC(C)(C)C2)c(C)c1 | 102 | 0.2
CC(N)C(=O)N1CCCCC1 (stereo not drawn) | 99 | -0.7
CC(c1ccc(F)cc1)N1CN(Cc2ccccc2)c2nc3ccccc3n2C1 (stereo not drawn) | 101 | -0.2
O=c1[nH]c(=S)[nH]cc1S(=O)(=O)c1ccc(F)cc1 | 98 | -1.7
Cc1cc(C)cc(OCC(=O)N(Cc2ccco2)Cc2ccccc2Cl)c1 | 102 | -1.2
Cc1ccc(-c2cc3nc4c(c(C(F)(F)F)n3n2)CCC4)cc1 | 100 | -0.5
CCc1ccc(NC(=O)c2ccc(CN3CC(=O)N4CCCCC4C3=O)cc2)cc1 (stereo not drawn) | 107 | -0.5
COc1ccc(Cl)cc1NC(=O)c1nnn(Cc2cccc(C(F)(F)F)c2)c1N | 109 | 1.1
O=C(Nc1c(C(=O)N2CCN(c3ccc(F)cc3)CC2)oc2ccccc12)c1ccco1 | 97 | -1.8
Cc1cccc(CNC(=O)c2ccc3nc(Cc4ccccc4)oc3c2)c1 | 111 | 1
O=C(Nc1nc2ccc(F)cc2s1)C1CCCC1 | 101 | -0.3
Cc1ccc(C(=O)OCC(=O)N(C)c2ccccc2)c(O)c1 | 103 | 0.3
CC(C)Cn1c(SCC(=O)c2ccc[nH]2)nc2ccccc2c1=O | 101 | -0.3
O=C(C1CCC1)N1CCCc2cc(S(=O)(=O)N3CCN(c4cccc(Cl)c4)CC3)ccc21 | 107 | -0.1
O=C(N[C@@H](Cc1ccccc1)C(=O)NC1CCCCC1)c1ccco1 | 101 | 0.1
CC1=Nc2ccccc2N=C(NC(=O)CN2CCCCCC2)C1c1ccccc1 (stereo not drawn) | 101 | 0.2
CCC1CCCCN1C(=O)COC(=O)c1cccnc1Cl (stereo not drawn) | 103 | 0.6
CCOc1ccc(OCC)c(NC(=O)c2nnn(Cc3cc(Br)ccc3OC)c2N)c1 | 103 | -0.5
NC1=Cc2ccccc2CN1c1ccccc1Cl | 106 | 0.2
COc1ccc(CNC(=O)C2C(Oc3ccc(Cl)cc3Cl)C(=O)N2c2cccc(C)c2C)cc1 (stereo not drawn) | 101 | -0.4

Of the compounds above, these contain a cyano group.
SMILES | PV pol inh | PV pol inh FP z-score
Cc1[nH]c(=S)c(C#N)c(C)c1CC(=O)c1ccc(Br)cc1 | 102 | 0
CC(Sc1nc(-c2cccnc2)ccc1C#N)C(=O)O (stereo not drawn) | 100 | -0.5
CC(C)n1ncc2c(C(=O)OCc3ccc(C#N)cc3)cc(-c3ccccc3)nc21 | 98 | -0.5
N#CC1=C(N)N(c2ccccc2)c2oc(-c3ccccc3)nc2C1c1cccc(O)c1 (stereo not drawn) | 108 | 0.6

Next section:
SMILES | PV pol inh | PV pol inh FP z-score
CCOC(=O)C1(C(=O)OCC)CC1(C(=O)OCC)C(=O)OCC | 101 | -0.2
S=c1[nH]cnc2sccc12 | 111 | 0.5
NC(=O)c1ccccc1OCC(=O)NCC(F)(F)F | 105 | 0.4
Cc1sc2nc(CSC(C)C(=O)OCc3cc(=O)n4ccsc4n3)[nH]c(=O)c2c1C (stereo not drawn) | 102 | 0.3
COc1cc(CNCc2c(C(=O)O)c(C)n(Cc3cccc(Cl)c3)c2C)cc(OC)c1OC | 103 | -0.6
CCN(CC)Cn1nc(-c2ccccc2Cl)oc1=S | 102 | 0.1
O=C(O)C1CCCCC1C(=O)Nc1cccc(C(F)(F)F)c1 (stereo not drawn) | 101 | -0.2
O=C(CSc1nnc(-c2ccc(Cl)cc2)o1)c1ccc(Cl)cc1 | 102 | 0
Brc1ccc(-c2nnc3sc(CNCc4ccco4)cn23)cc1 | 100 | -0.3
CN1CCN(CC(O)COc2ccc3ccccc3c2)CC1 (stereo not drawn) | 103 | -0.1
CN(CC(=O)Nc1ccc(F)c(F)c1F)C(=O)C1COc2ccccc2O1 (stereo not drawn) | 104 | 0
CC(C)Oc1ccc(CNC(=O)C2CCN(c3nc4ccccc4nc3C(F)(F)F)CC2)cc1 | 103 | -0.7
COc1ccc(/C=N/S(=O)(=O)c2cccs2)cc1 | 109 | 0.3
CCc1ccc(CCC(=O)O)cc1 | 102 | -0.2
CC1CCN(C(=O)c2ccc3c(c2)OCCO3)CC1 | 101 | 0

2 records drawn at random from those above, as already listed:
SMILES | PV pol inh | PV pol inh FP z-score
CCOC(=O)C1(C(=O)OCC)CC1(C(=O)OCC)C(=O)OCC | 101 | -0.2
CCc1ccc(CCC(=O)O)cc1 | 102 | -0.2

Carrying on:
SMILES | PV pol inh | PV pol inh FP z-score
O=C(c1ccc(F)cc1)N1CCc2c([nH]c3ccccc23)C1c1ccc(Cl)cc1 (stereo not drawn) | 106 | -0.3
COc1ccc(CC(=O)NCCc2csc3nc(-c4ccccc4F)nn23)cc1 | 101 | -1.5
Cc1ccc(-c2cn(S(=O)(=O)c3cccc4nsnc34)nc2N)cc1 | 103 | 0.4
COc1cc(OC)c(NC(=O)/C=C/c2cc(C)n(Cc3ccco3)c2C)cc1Cl | 96 | -0.7
COc1ccccc1C1c2cc3c(cc2OC(C)(O)C1C)OCO3 (stereo not drawn) | 103 | -0.1
COc1ccc(S(=O)(=O)N2CCN(C)CC2)cc1C | 101 | -0.1
CC1CN(CC(=O)Nc2ccccc2C(C)C)CC(C)O1 (stereo not drawn) | 102 | 0.1
FC(F)(F)c1ccc(N2CCN(c3cc(C(F)(F)F)nc4ccccc34)CC2)nc1 | 100 | -0.6
O=C(CC1Nc2cccc3cccc(c23)NC1=O)Nc1ccc(F)cc1 (stereo not drawn) | 94 | -1
Cc1ccc2c(=O)c(C(=O)c3cccc(Cl)c3)cn(CC(=O)Nc3ccccc3C(F)(F)F)c2n1 | 116 | 1.8
N#Cc1ccc(OC(F)F)cc1 | 97 | -0.5
Cc1oc(-c2ccc(Cl)cc2)nc1CN1CCCC(C(=O)NCCc2ccccc2)C1 (stereo not drawn) | 111 | 0.7
CC(=O)Nc1c(C)nn(-c2ccccc2)c1N1CCC(C(=O)Nc2ccc(C)cc2Cl)CC1 | 112 | 1
CCn1nc(C(=O)NC2CCCc3ccccc32)c2ccccc2c1=O (stereo not drawn) | 105 | 0.3
N#CC1=C(N)Oc2nc[nH]c(=O)c2C1c1ccncc1 (stereo not drawn) | 102&101 | 0.1&-0.2
CC(=O)SCc1n[nH]c(=S)n1C(C)=O | 123 | 2.2
Cc1ccc(SCCC(=O)NCCc2ccc(F)cc2)cc1 | 101 | -0.2
CN1CCCC(OC(=O)c2ccc(F)cc2)C1 (stereo not drawn) | 101 | -0.1
NC(=O)C1CCN(Cc2ccc(Cl)cc2)CC1 | 112 | 0.7
Cc1onc(-c2ccccc2)c1C(=O)NC(=S)Nc1ccc(Cl)cc1 | 107 | 0.3
NC(=O)c1sc(=S)n(-c2ccccc2)c1N | 91 | -1.2
CCN(CC)CCOc1ccccc1 | 106 | 0.3
CCn1c(=O)c2sccc2n2c(CCC(=O)Nc3ccc(OC)cc3OC)nnc12 | 105 | -0.3
O=C(COc1ccccc1C(=O)O)NCCN1CCOCC1 | 102 | -0.2
O=C(Nc1ccccc1)Nn1cnc2ccccc2c1=O | 107 | 0.6
CC(C)(C)NC(=O)Cn1cc(S(=O)(=O)Cc2ccc(F)cc2)c2ccccc21 | 107 | 0.3
Cc1ccccc1NS(=O)(=O)c1cc(Br)cnc1N | 104 | 1.5
Cn1c(N)c(C(=O)Cn2nnc3ccccc3c2=O)c(=O)n(C)c1=O | 103 | 0.1
Cc1ccc(C(=O)c2cccc(N)c2)cc1C | 107 | 0.6
O=C(c1cnn(-c2ccc(F)cc2)c1-n1cccc1)N1CCN(c2ccc(Cl)cc2)CC1 | 110 | 0.5
Cc1cc(C)c2sc(N3CCN(C(=O)c4ccc(N(C)C)cc4)CC3)nc2c1 | 110 | 1
COc1ccc(CN(C)C(=O)c2ccc(OC)c(OC)c2)cc1 | 103 | 0.4
CCCn1c(SCC(=O)Nc2ccccc2C(F)(F)F)nnc1-c1ccoc1C | 100 | -0.1
Cc1ccc(NC(=O)Cc2cccs2)cc1C | 100 | -0.9
CC(=O)c1ccc(NC(=O)c2nc(-c3ccccc3)n(-c3ccc(C)cc3)n2)cc1 | 106 | -0.5
